# Compound activity (PubChem)
# DAGLB inhibitor – blocks human DAGLB lipase activity. inhibition, % at 5.17 µM. AID 504411. 340,000 compounds, 0.059% hits. HEK293T DAGLB membrane lysate, EnzChek fluorogenic substrate; in the data active means inhibition above about 34%;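 further: 0% = enzyme with vehicle and 100% = wells lacking enzyme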
# Target sequence (Q8NCG7 whole entry, looked up): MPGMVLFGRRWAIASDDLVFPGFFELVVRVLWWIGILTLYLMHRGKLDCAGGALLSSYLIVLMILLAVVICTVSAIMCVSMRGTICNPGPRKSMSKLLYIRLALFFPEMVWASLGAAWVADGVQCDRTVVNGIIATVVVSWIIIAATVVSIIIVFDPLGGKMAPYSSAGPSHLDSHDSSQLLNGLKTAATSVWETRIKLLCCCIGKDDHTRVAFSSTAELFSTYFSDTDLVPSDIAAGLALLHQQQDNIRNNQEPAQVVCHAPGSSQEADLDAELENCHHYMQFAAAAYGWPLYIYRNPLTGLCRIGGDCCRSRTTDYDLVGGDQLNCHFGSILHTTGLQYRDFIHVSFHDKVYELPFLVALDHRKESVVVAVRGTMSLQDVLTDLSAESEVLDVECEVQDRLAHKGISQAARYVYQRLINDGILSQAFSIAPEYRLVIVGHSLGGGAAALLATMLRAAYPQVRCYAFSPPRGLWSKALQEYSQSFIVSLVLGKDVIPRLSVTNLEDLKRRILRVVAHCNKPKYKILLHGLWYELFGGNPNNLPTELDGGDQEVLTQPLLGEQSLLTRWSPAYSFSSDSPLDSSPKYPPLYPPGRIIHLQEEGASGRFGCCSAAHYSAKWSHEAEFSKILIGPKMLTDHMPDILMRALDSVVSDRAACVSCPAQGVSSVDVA
# NSD2 HMT inh – inhibitors of human histone methyltransferase NSD2; NSD2 peptide methylation, AlphaScreen, 120 min; inhibition, % at 12.5 µM; 310,000 compounds, 0.54% hits; AID 743445; in the data active means inhibition above about 50%
# CAL PDZ FP-1 – CAL PDZ (human) peptide binding inhibition | Q9HD26 | purified CAL PDZ, TMR-peptide fluorescence polarization, 1 h | inhibition, % at 24.9 µM | 300,000 compounds, 0.92% hits | AID 602252;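 active means mean inhibition of at least 30% with at least half of replicates also reaching 30%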;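 further: 0% = DMSO neutral control and 100% = excess unlabeled competitor peptide PRC23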
# LANA DNA inh – KSHV C-LANA DNA binding inhibition; AID 504423; inhibition, % at 9 µM; MBP-C-LANA/FAM-LBS DNA binding, fluorescence polarization; 340,000 compounds, 0.078% hits;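 active means highest replicate inhibition at or above 60% at 9 µM, even if other replicates fall short; inactive means all replicates below 60% inhibition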;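 further: 0% = neutral control wells and 100% = 4 µM acridine orange control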
# V-ATPase pH – regulators of yeast V-ATPase proton transport; 350,000 compounds, 0.37% hits; S. cerevisiae, pHLuorin cytosolic pH fluorescence; AID 504577; response, % at 10 µM; in the data active means response mostly above about 7.3%, no sharp cut-off; inactive means mostly below about 5.4%; further: actives read high; inactives centre near 0; some compounds called inactive have numbers as strong as hits
# RTF Ca sens inh – cardiac RTF calcium desensitization; P19429+P45379; IANBD-labeled cardiac RTF, Ca2+ fluorescence; inhibition, % at 7.15 µM; 340,000 compounds, 0.12% hits; AID 493244;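 active means inhibition above the mean inhibition of all tested compounds plus 3 SD, cut at about 17% in these data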;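 further: assay run at fixed EC70 calcium of 1.6 mM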
# CAL PDZ FP-2 – inhibitors of human CAL PDZ peptide binding; purified CAL PDZ, TMR-peptide fluorescence polarization, 1 h; 330,000 compounds, 0.02% hits; inhibition, % at 20 µM; AID 504414;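 active means highest replicate inhibition of at least 40%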;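 further: plate controls were DMSO neutral control wells for no effect and unlabeled competitor peptide control wells for full effect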
#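 Test system: purified CerCALP PDZ construct; Compound dosing: one concentration, 20 µM compound; Also added: TMR-labelled reporter peptide T*-PRC34 bound in PDZ groove; Read-out: inhibition from polarization loss; Controls: unlabelled peptide and DMSO controls; Signal: FP readout, S and P plane fluorescence; Incubation: 1 h at RT.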
# DSG3 Ab inh – inhibitors of pemphigus antibody binding to human desmoglein-3. P32926. DSG3-coupled beads, scFv-anti-DSG3-GFP binding, flow cytometry; active compounds read low. binding (percent of control), % at 10 µM. 310,000 compounds, 0.48% hits;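 active means binding more than 3 SD below its plate's average and above zero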;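 further: hits lower antibody fragment binding to DSG3; some compounds called inactive have numbers as strong as hits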
# Arr AP2 block – blocks beta-arrestin peptide binding to AP2 adaptin. AID 504490. inhibition, % at 10 µM. FITC-arrestin peptide / GST-AP2 beads, flow cytometry; AP2 beta2 appendage carries R879A mutation. 340,000 compounds, 0.31% hits;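 active means inhibition above a set limit, near 3 SD of compounds lacking own fluorescence, cut at about 54% in these data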;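 further: plate controls were DMSO wells for no effect and 5 µM unlabelled arrestin peptide for full effect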
#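 System: GST-AP2 R879A bound to glutathione beads, E. coli-expressed. Also added: 50 nM FITC-arrestin peptide. Schedule: compound with beads 12 min RT, then probe 1 h RT. Signal: bead flow cytometry, FITC channel. Read-out basis: percent response.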
# Keap1 Nrf2 FP – disrupts human Keap1 binding to Nrf2 peptide | Keap1 Kelch-Nrf2 peptide fluorescence polarization, 1536-well | AID 504523 | inhibition, % at 9.4 µM | Q14145 | 340,000 compounds, 0.15% hits; in the data active means inhibition above about 12%;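 further: human Keap1 Kelch domain with fluorescein labeled Nrf2 9mer peptide probe; 0% = neutral control wells and 100% = peptide positive control; higher means more block of Keap1 binding to Nrf2 peptide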
# Active calls of the source: *; nt = no result given.
SMILES,DAGLB inhibitor,NSD2 HMT inh,CAL PDZ FP-1,LANA DNA inh,V-ATPase pH,RTF Ca sens inh,CAL PDZ FP-2,DSG3 Ab inh,Arr AP2 block,Keap1 Nrf2 FP
CCOCc1nnc(NC(=O)CCc2ccccc2)s1,1,-1,-4,-1.3,-6,-8,-4.1,98,24,0
Cc1ccccc1C(=O)NCC(=O)OCCCOC(=O)CNC(=O)c1ccccc1C,3,-2,1,-0.5,-2,-4,-1.8,102,-2,-6
O=Cc1ccc(C(=O)OCC(=O)Nc2ccc(F)cc2F)cc1,-1,-2,-3,0.6,1,-5,-0.4,95,9,5
CC(C(=O)N1CCCCC1)n1sc2ccccc2c1=O (configuration not stated),-1,-1,3,0.4,1,-6,nt,93,11,2
Cc1cc(C(=O)Nc2ccccc2Cc2ccccc2)no1,-5,-4,-1,0.1,-2,5,-2.1,109,-12,0
O=C1OC(N2C(=O)CC[C@H]2C(=O)Nc2cccc(F)c2)c2ccccc21 (some centres not stated),1,nt,9,-1.0,-3,-6,0.6,99,3,0
Cc1ccc(C(=O)N2CC3(C)CN(C(=O)c4ccc(C)cc4)CC(C)(C2)C3=O)cc1,-3,-1,-4,0.0,-2,-4,-2.8,95,26,5
CC(C)N(C(=O)[C@H]1C[C@H](CC(=O)NCCCn2ccnc2)C(=O)N2CCc3c([nH]c4cc(CCC(=O)N(C)C)ccc34)[C@]12C)C(C)C,0,nt,1,0.9,0,0,0.4,103,18,1
CCOC(=O)c1ccc(NC(=O)NCc2ccn(CC)n2)cc1,0,-2,-1,-3.7,-5,-8,-2.2,102,-1,-1
O=C(CSc1ccc2nnc(-c3ccccn3)n2n1)Nc1nccs1,0,nt,3,-1.2,1,-2,-1.4,100,17,0
COc1ccc(CN2CCCCC2C)c(C)c1C (configuration not stated),-1,-1,-8,0.0,-2,-2,nt,101,7,1
CC(=O)/C(C#N)=C1\NC(=O)C(Cc2ccc(F)cc2)S1 (configuration not stated),3,-1,nt,12,0,0,-0.7,114,6,1
CCn1c(SCC(=O)N/N=C/c2ccc(C)s2)nc2ccccc21,-2,1,-4,-1.2,0,-3,-1.9,102,16,2
OC(COc1ccc(Br)cc1)CN1CCOCC1 (configuration not stated),2,0,-3,-0.5,-2,5,-0.8,104,14,3
COc1cccc(CNC(=O)CNC(=S)N(Cc2ccccc2)Cc2ccccc2F)c1,-6,0,-6,-0.8,-1,-1,-1.6,nt,-12,3
CCOC(=O)c1c(-c2ccccc2)oc2ccc(OCC(=O)NNC(=O)CCC(=O)O)cc12,0,18,-5,0.4,-1,-12,-1.6,94,-4,-3
CCC(C)(C)n1nnnc1C(CC(C)C)N1CCC(C(N)=O)CC1 (configuration not stated),-3,-2,-1,0.3,-4,-4,-1.0,nt,5,-7
CCCn1c(N)c(N(CCOC)C(=O)/C=C/c2ccc(C(=O)OC)cc2)c(=O)[nH]c1=O,-2,1,-3,-5.0,-1,-2,-0.2,107,-22,0
CCOc1ccc(C2/C(=C(/O)c3ccc4c(c3)CC(C)O4)C(=O)C(=O)N2CCCn2ccnc2)cc1 (configuration not stated),0,11,3,1.6,-4,-7,-1.4,103,2,-1
Cc1oc2cc3oc(=O)c(CC(=O)N[C@@H](C)C(=O)NC(Cc4ccc(Cl)cc4)C(=O)O)c(C)c3cc2c1C (some centres not stated),2,nt,-6,0.8,2,0,-1.2,101,-14,2
CC(COc1ccccc1)N(CCCl)Cc1ccccc1 (configuration not stated),-1,nt,-4,1.9,-1,4,-0.7,106,4,3
O/C(=C\Sc1nnc(Cc2ccccc2)o1)c1ccc(F)cc1,-1,-3,0,-1.3,0,-12,-3.1,102,8,-3
CCn1cc(CN2CCN(C)C(CCO)C2)c2ccccc21 (configuration not stated),-1,-4,1,0.2,-1,-6,-1.0,119,-12,-7
CCOc1ccc(NC(=O)CCC(=O)NNC(=O)c2ccc(Br)o2)cc1,-2,-4,0,0.3,-3,6,-2.8,97,24,2
Cc1c(C(=O)NCCc2ccc3c(c2)OCCO3)oc2ccccc12,-2,-2,-8,-0.3,5,-1,-1.6,106,9,-5
N#Cc1nc(Cc2cccc3ccccc23)oc1NCc1ccc2c(c1)OCO2,-1,3,-3,-1.5,0,2,-0.4,106,16,-1
O=C(C(Cc1ccccc1)n1cccc1)N1CCN(c2cccc(Cl)c2)CC1 (configuration not stated),-8,nt,nt,0.4,1,3,-1.2,104,1,-3
COc1ccc(CCNC2CC(=O)N(CCc3ccc(OC)c(OC)c3)C2=O)cc1OC (configuration not stated),3,1,-1,1.8,-1,-8,-0.5,112,1,2
COc1ccc(OC)c(/C=C/c2c([N+](=O)[O-])c(=O)n(C)c(=O)n2C)c1,1,nt,2,-2.0,0,-10,-1.7,nt,14,-3
S=C(c1ccc(Br)cc1)N1CCN(Cc2ccccc2)CC1,-16,5,nt,-1.5,-4,-5,-1.6,100,13,2
CCC(Sc1ccc2nnc(-c3ccc(F)cc3)n2n1)C(=O)O (configuration not stated),1,6,nt,0.5,1,-4,-0.5,101,26,-4
O=C(Nc1nn[nH]n1)c1cccc([N+](=O)[O-])c1,1,-2,2,0.7,-1,-6,0.3,117,4,-7
CCOC(=O)CNC(=O)CSc1nc(C)cc(C)c1C#N,-2,-2,-7,-0.7,1,-2,nt,105,0,-3
COC(=O)c1nc(-n2nc(C)cc2C)ccc1Cl,-8,1,-1,-2.7,-1,-5,0.1,96,6,5
COc1ccc(CN2CCNC(=O)C2CC(=O)N(C)Cc2ccon2)c(F)c1 (configuration not stated),-3,-1,-2,1.0,-5,1,-2.8,93,27,-2
O=C(CCC1CCCN(C(=O)c2ccc3c(c2)OCO3)C1)NCc1ccc(F)c(F)c1 (configuration not stated),0,1,4,-1.1,-3,-13,0.0,105,3,-1
COc1ccc(-c2csc3ncnc(NCCCO)c23)cc1,-1,-1,-2,-1.6,-2,-3,-16,89,12,-4
CCOc1ccc(N=C2NC(=O)S/C2=C\c2ccc(Cl)cc2)cc1,-3,4,-1,-0.4,1,9,-3.4,100,4,0
CC(C)(C)C(=O)NC(C(N)=O)=C(Cl)Cl,2,-2,0,1.7,3,9,-2.5,102,7,-3
O=C(Nc1cc2c3c(c1)CC(=O)N3CCC2)c1cccc(F)c1,4,-1,-1,0.3,1,-6,-4.5,101,-5,-7
COc1cc(OC)cc(C(=O)Nc2ccc(Nc3ccccc3)cc2)c1,3,2,-5,0.3,-2,-4,-0.7,121,-5,3
CC(C)(C)NC(=O)COc1ccc(CNCc2cccs2)cc1,1,-2,-3,2.0,2,-13,-1.2,76,1,6
O=C(CCCCCNc1nc(=S)[nH]c2ccccc12)NCCc1ccccc1,-4,-2,-4,0.0,3,16,-3.0,128,8,0
N/C(=N\OC(=O)CCN1C(=O)c2ccccc2C1=O)c1ccccn1,1,-1,nt,-1.9,3,-2,-1.1,108,6,-7
Fc1ccc(CSc2nnc(-c3cccnc3)n2Cc2ccco2)cc1,3,2,5,-0.1,-3,0,-0.2,nt,0,-12
CCN1CCN(CC(=O)Nc2cc(C)c(C)cc2[N+](=O)[O-])CC1,1,8,0,-0.9,-1,-5,-1.1,84,-10,-6
Cc1noc(C)c1S(=O)(=O)N(C)C[C@H]1Oc2ccc(NC(=O)Cn3cnnn3)cc2C(=O)N([C@H](C)CO)C[C@@H]1C,1,nt,0,0.6,-4,-2,0.2,103,-2,2
CCC1CCCCN1C(=O)c1cc(S(=O)(=O)N2CCOCC2)ccc1C (configuration not stated),-3,-4,nt,-2.0,-5,-1,0.1,98,33,0
O=C(Nc1c(F)cc(F)cc1Br)c1cc(S(=O)(=O)N2CCN(c3ccccn3)CC2)ccc1F,-3,-1,nt,-0.6,1,1,-0.1,104,26,1
COc1ccc(CCNC(=O)C(NS(=O)(=O)c2cccc3nsnc23)C(C)C)cc1OC (configuration not stated),0,-3,-3,0.7,2,-6,-2.3,nt,-8,-2

# 6 of the entries above in order of their number in V-ATPase pH, falling:
smiles	V-ATPase pH
O=C(CCCCCNc1nc(=S)[nH]c2ccccc12)NCCc1ccccc1	3
CC(C)(C)NC(=O)COc1ccc(CNCc2cccs2)cc1	2
O=C(Nc1c(F)cc(F)cc1Br)c1cc(S(=O)(=O)N2CCN(c3ccccn3)CC2)ccc1F	1
COc1cc(OC)cc(C(=O)Nc2ccc(Nc3ccccc3)cc2)c1	-2
Cc1noc(C)c1S(=O)(=O)N(C)C[C@H]1Oc2ccc(NC(=O)Cn3cnnn3)cc2C(=O)N([C@H](C)CO)C[C@@H]1C	-4
CCC1CCCCN1C(=O)c1cc(S(=O)(=O)N2CCOCC2)ccc1C (configuration not stated)	-5

# More records
SMILES,DAGLB inhibitor,NSD2 HMT inh,CAL PDZ FP-1,LANA DNA inh,V-ATPase pH,RTF Ca sens inh,CAL PDZ FP-2,DSG3 Ab inh,Arr AP2 block,Keap1 Nrf2 FP
CCCCN1C(=O)CC(N2CCOCC2)C1=O (configuration not stated),-1,0,2,1.1,0,-14,0.6,nt,8,-1
N#CCCN(Cc1cccnc1)C(=S)NC(=O)c1ccco1,0,-1,-4,-0.6,0,5,-2.8,100,-22,1
Cc1ccc(CNc2ccc(N3CCOCC3)c(C(=O)O)c2)s1,1,0,-9,0.9,-6,0,-1.0,nt,11,4
CCSc1n[nH]c(=O)[nH]c1=O,0,-1,-2,2.7,-3,7,-1.5,98,-1,-5
CS(=O)(=O)c1ccc(Cl)c(NC(=O)COC(=O)c2cccc(S(=O)(=O)N3CCCC3)c2)c1,0,22,-3,0.2,11,-3,0.0,103,-1,-4
Cc1cc(C(=O)Nc2ccc3ccccc3c2)c(C)o1,-6,-3,41*,-0.5,-4,-10,-1.2,101,18,2
O=C(CN1C(=O)CSCC1=O)Nc1ccc2c(c1)OCO2,0,-1,-5,-0.5,-1,-4,-0.1,106,-1,-3
CCCCn1c(N)c(N(CCOC)C(=O)CCCc2nc3ccccc3c(=O)[nH]2)c(=O)[nH]c1=O,0,-2,-4,1.5,8,1,-2.4,101,32,-1
CCOc1ccccc1C(=O)N(Cc1sccc1C)C1CCS(=O)(=O)C1 (configuration not stated),0,-2,-3,-0.3,-2,-4,-0.2,109,27,-5
O=C(NCCNC(=O)c1ccc([N+](=O)[O-])cc1)c1ccncc1,-2,-2,3,1.3,-2,6,0.1,109,-3,1
O=C(NC(=S)N1CCOCC1)c1ccccc1Cl,0,-2,-2,-0.8,2,-11,2.6,108,-13,-4
CCC(=O)Nc1ccccc1C(=O)N1CCCC1,-2,-4,8,2.4,5,1,nt,89,1,4

# Among those listed so far, these contain a tert-butyl group:
SMILES,DAGLB inhibitor,NSD2 HMT inh,CAL PDZ FP-1,LANA DNA inh,V-ATPase pH,RTF Ca sens inh,CAL PDZ FP-2,DSG3 Ab inh,Arr AP2 block,Keap1 Nrf2 FP
CC(C)(C)C(=O)NC(C(N)=O)=C(Cl)Cl,2,-2,0,1.7,3,9,-2.5,102,7,-3
CC(C)(C)NC(=O)COc1ccc(CNCc2cccs2)cc1,1,-2,-3,2.0,2,-13,-1.2,76,1,6

# This is a subset. The share of hits here may be higher or lower than overall.
